EPAC1 agonist – EPAC1 (human) agonism. O95398. EPAC1 agonist qHTS, biochemical assay; response scale: 100% = response to 6.5 mM cAMP. Potency, µM (series often up to 154 µM), without a hit: at the highest dose activation, hits mostly activators. 360,000 compounds, 0.073% hits; also: potency is read from the fitted curve at half-maximal effect; nearly all actives have a fitted effect of over 60% in size
Target sequence (O95398 whole entry, looked up): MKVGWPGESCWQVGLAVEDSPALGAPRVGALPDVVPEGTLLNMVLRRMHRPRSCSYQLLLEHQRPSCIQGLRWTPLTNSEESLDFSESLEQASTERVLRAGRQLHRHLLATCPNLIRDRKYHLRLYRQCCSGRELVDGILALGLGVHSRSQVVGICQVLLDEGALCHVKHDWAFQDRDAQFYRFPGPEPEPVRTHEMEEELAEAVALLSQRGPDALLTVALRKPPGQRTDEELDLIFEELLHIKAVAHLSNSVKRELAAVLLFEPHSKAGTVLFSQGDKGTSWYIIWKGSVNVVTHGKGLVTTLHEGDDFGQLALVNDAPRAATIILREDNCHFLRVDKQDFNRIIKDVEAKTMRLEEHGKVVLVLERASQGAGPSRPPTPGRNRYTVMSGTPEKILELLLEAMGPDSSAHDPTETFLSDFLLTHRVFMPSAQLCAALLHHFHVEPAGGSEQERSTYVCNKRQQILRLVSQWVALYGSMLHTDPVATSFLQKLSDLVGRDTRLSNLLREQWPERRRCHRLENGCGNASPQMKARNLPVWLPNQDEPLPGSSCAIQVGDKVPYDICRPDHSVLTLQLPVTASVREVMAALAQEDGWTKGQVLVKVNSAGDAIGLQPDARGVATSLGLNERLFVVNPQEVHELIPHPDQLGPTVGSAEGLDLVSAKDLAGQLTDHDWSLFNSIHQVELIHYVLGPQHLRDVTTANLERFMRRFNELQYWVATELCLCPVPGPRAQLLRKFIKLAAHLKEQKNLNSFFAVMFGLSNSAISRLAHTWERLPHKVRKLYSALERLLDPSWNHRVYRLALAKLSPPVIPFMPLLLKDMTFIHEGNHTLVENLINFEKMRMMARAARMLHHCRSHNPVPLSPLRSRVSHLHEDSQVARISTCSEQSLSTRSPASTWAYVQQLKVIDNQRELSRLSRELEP
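Read-out is the fluorescence drop as BODIPY-GDP leaves Rap1B (480 nm excitation, 540 nm emission), recorded every 5 minutes over 30 minutes. Reactions held 100 nM EPAC1, 250 nM Rap1B–BODIPY-GDP and 50 uM GDP, with 6.5 mM cAMP setting full activation.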
PI5P4K alpha inh – PI5P4K alpha (human) kinase inhibition; PI5P4Kalpha enzyme, ADP-Glo luminescence, 60 min; stronger effect = lower value; max response, %; 330,000 compounds, 1.2% hits; active = max response of -50% or lower; inconclusive = between -30% and -50%; inactive = -30% or higher; also: value at the top dose of about 77 µM; % is scaled to controls: 0 for no effect and ±100 for the full control effect
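Enzyme plus substrate dispensed, test compounds pinned in, then ATP (5 microM final) added. After 60 min at RT, ADP-Glo reagent 1 for 45 min and reagent 2 for 30 min preceded luminescence imaging.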
IL-2 act – activates IL-2 in a cell-based reporter assay; 360,000 compounds, 0.065% hits; AID 652025; IL-2 activation reporter assay, cell-based qHTS; stimulated with anti-CD3/CD4/CD28 beads; in transgenic mouse T cells; activation, % (series mostly up to about 46 µM); in the data active = activation above about 50%; inconclusive = mostly about 30% to 49%; also: 0% is about no effect
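First, unstimulated transgenic mouse T cells were exposed to compound for 60 min. Next, anti-CD3/anti-CD4-coated beads with anti-CD28 were added. Finally, after 18 h at 37 degrees C, EGFP and DsRed were imaged.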
CCT modulator – modulators of cytosolic chaperonin (CCT/TRiC) activity; AID 651819; purified chaperonin ATPase assay, HTRF ADP detection, 30 min; 360,000 compounds, 0.3% hits; activity change, % (test concentration not listed), hits read low; in the data active = activity change below about -30%; also: % is scaled to controls: 0 for no effect and ±100 for the full control effect
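Enzyme 40 or 20 nM (batch-dependent) in Tris pH 7.4/KCl/MgCl2/DTT; cpd 76 uM single point; ATP 10 uM; 30 min 37 °C; Transcreener ADP HTRF detection, 30 min RT; ratio 665/615.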
EPAC1 antag – EPAC1 (human) antagonism. EPAC1 GEF assay, Rap1b-BODIPY-GDP exchange fluorescence. 360,000 compounds, 0.14% hits. Potency, µM (top dose mostly 115 µM), inactives show top-dose activity change, negative = inhibition, hits mostly inhibitors. AID 720709. O95398;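 also: potency is read from the fitted curve at half-maximal effect; plate controls were vehicle for no effect and positive control for full effect; nearly all actives have a fitted effect of over 50% in size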
PLK1 PBD inh – blocks phosphopeptide binding to human PLK1 polo-box domain | 360,000 compounds, 2.8% hits | Plk1 PBD binding of FITC phosphopeptide, fluorescence polarization | Potency, µM, for the others: max response, negative = inhibition, usual class: inhibitors | P53350; also: potency is read from the fitted curve at half-maximal effect; series mostly up to about 57 µM; % is scaled to controls: 0 for no effect and ±100 for the full control effect; nearly all actives have a fitted effect of over 65% in size
WRN inhibitor – inhibitors of human WRN helicase; Q14191; WRN helicase unwinding, fluorescent forked duplex, kinetic; Potency, µM (series often up to 114 µM), inactives show at the highest dose activity change, negative = inhibition, actives largely listed as inhibitors; 360,000 compounds, 0.46% hits; AID 651768; also: potency is read from the fitted curve at half-maximal effect; % is scaled to controls: 0 for no effect and ±100 for the full control effect; nearly all actives have a fitted effect of over 55% in size
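Screening of the MLSMR collection measured strand separation of a quenched forked DNA duplex (100 nM) by 20 nM WRN with 2 mM ATP, all final. Compounds were preincubated with enzyme 15 min at room temperature.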
EPAC2 agonist – agonists of human EPAC2 (RAPGEF4). Q8WZA2. EPAC2 activation, biochemical qHTS; response scale: 100% = 6.5 mM cAMP response. Potency, µM (doses to about 154 µM), for inactives: at the highest dose activation, most hits filed as activators. 360,000 compounds, 0.079% hits. AID 720711; also: potency is read from the fitted curve at half-maximal effect; nearly all actives have a fitted effect of over 50% in size
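Nucleotide exchange monitored as fluorescence drop when BODIPY-GDP leaves Rap1B. Reaction: 100 nM EPAC2, 250 nM RAP1B-BODIPY-GDP, 50 uM GDP, room temperature, kinetic read over 30 min. Activity expressed relative to 6.5 mM cAMP.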
* = called active by the depositor; [ ] = remark or other dose. Unless noted, calls follow the shape of the dose curve; as a rule, active = well fitted curve in the direction sought with a large enough effect; inconclusive = small, poorly fitted or top-dose-only effect, or another doubt; inactive = no such curve, though single readings can be large; an effect the other way counts as inactive or inconclusive. Only part of the results is shown; the hit share may differ from the screen's.

Preview (2 entries):
For Cc1cc(OC(=O)c2ccccc2Br)c([N+](=O)[O-])c(=O)[nH]1 the results were EPAC1 agonist 15.2%, PI5P4K alpha inh -4.8, IL-2 act 1.1, CCT modulator -0.6, EPAC1 antag -18.7%, PLK1 PBD inh 3.8%, WRN inhibitor -3.0% and EPAC2 agonist 4.3%.
`CC(C)n1c2ccccc2c2nnc(SCC(=O)OCN3C(=O)c4ccccc4C3=O)nc21` gave EPAC1 agonist 2.8%, PI5P4K alpha inh -21.4, IL-2 act -0.1, CCT modulator -0.8, EPAC1 antag -0.7%, PLK1 PBD inh -10.7%, WRN inhibitor -10.1% and EPAC2 agonist 10.0%.

The listing (from the top)
For Cc1cc(OC(=O)c2ccccc2Br)c([N+](=O)[O-])c(=O)[nH]1 the results were EPAC1 agonist 15.2%, PI5P4K alpha inh -4.8, IL-2 act 1.1, CCT modulator -0.6, EPAC1 antag -18.7%, PLK1 PBD inh 3.8%, WRN inhibitor -3.0% and EPAC2 agonist 4.3%.
`CC(C)n1c2ccccc2c2nnc(SCC(=O)OCN3C(=O)c4ccccc4C3=O)nc21` gave EPAC1 agonist 2.8%, PI5P4K alpha inh -21.4, IL-2 act -0.1, CCT modulator -0.8, EPAC1 antag -0.7%, PLK1 PBD inh -10.7%, WRN inhibitor -10.1% and EPAC2 agonist 10.0%.
Cc1cc(C(=O)Nc2cc(C(F)(F)F)ccc2N2CCOCC2)no1 was read as EPAC1 agonist 0.2%, PI5P4K alpha inh 8.1, IL-2 act -3.9, CCT modulator 2.2, EPAC1 antag 12.4%, PLK1 PBD inh 1.0%, WRN inhibitor -26.4% and EPAC2 agonist 5.3%.
`CN(c1ccccc1)S(=O)(=O)c1ccc(Cl)c(C(=O)NCC(c2ccco2)N2CCCC2)c1` (configuration not stated) gave EPAC1 agonist -4.8%, PI5P4K alpha inh -9.4, IL-2 act -4.6, CCT modulator -0.3, EPAC1 antag 12.4%, PLK1 PBD inh 1.1%, WRN inhibitor -14.3% and EPAC2 agonist -2.9%.
For COCCNC(=O)C1(C)CCCN(Cc2ccc(OC)cc2)C1 (configuration not stated) the results were EPAC1 agonist -8.4%, PI5P4K alpha inh 4.0, IL-2 act 0.0, CCT modulator 0.1, EPAC1 antag -3.0%, PLK1 PBD inh -8.0%, WRN inhibitor 3.1% and EPAC2 agonist 3.6%.
Screening Cc1cc(C)nc(NS(=O)(=O)c2ccc(NC(=O)C3(c4ccccc4)CCCC3)cc2)n1 returned EPAC1 agonist 5.2%, PI5P4K alpha inh -6.3, IL-2 act -1.8, CCT modulator -5.5, EPAC1 antag 3.3%, PLK1 PBD inh -11.3%, WRN inhibitor 2.1% and EPAC2 agonist -6.4%.
`CN(C)S(=O)(=O)c1cccc(NC(=O)CCc2nc3cc(S(=O)(=O)N4CCOCC4)ccc3n2C)c1` gave EPAC1 agonist 5.4%, PI5P4K alpha inh -0.2, IL-2 act -1.7, CCT modulator -15.1, EPAC1 antag -14.4%, PLK1 PBD inh -1.3%, WRN inhibitor -17.7% and EPAC2 agonist 9.1%.
`C=CCSC1=N/C(=C\c2ccsc2)C(=O)S1` gave EPAC1 agonist 10.3%, PI5P4K alpha inh -4.8, IL-2 act 2.4, CCT modulator -0.3, EPAC1 antag -10.0%, PLK1 PBD inh -12.4%, WRN inhibitor -14.1% and EPAC2 agonist -20.3%[15.6 µM].
`c1ccc(-c2csc(=Nc3cccnc3)n2CC2CCCO2)cc1` (configuration not stated) gave EPAC1 agonist -3.2%, PI5P4K alpha inh 2.9, IL-2 act 0.7, CCT modulator 1.3, EPAC1 antag 15.6%, PLK1 PBD inh -8.8%, WRN inhibitor -8.1% and EPAC2 agonist 3.0%.
For Cc1cc(NS(=O)(=O)c2ccc(NC(=S)NC(=O)/C=C/c3ccccc3)cc2)no1 the results were EPAC1 agonist 1.6%, PI5P4K alpha inh -3.1, IL-2 act 0.4, CCT modulator -1.4, EPAC1 antag -8.4%, PLK1 PBD inh -19.0%, WRN inhibitor inconclusive and EPAC2 agonist 5.9%.
COc1cccc2[nH]c3c(Cl)ncnc3c12 was read as EPAC1 agonist -5.0%, PI5P4K alpha inh -3.1, IL-2 act 0.5, CCT modulator 0.5, EPAC1 antag 2.3%, PLK1 PBD inh -8.9%, WRN inhibitor -31.6%[57.1 µM] and EPAC2 agonist 13.7%.
For CC(=O)Nc1ccc(C(=O)OCc2ccc(Br)cc2)cc1 the results were EPAC1 agonist 20.2%, PI5P4K alpha inh 21.9, IL-2 act 0.5, CCT modulator -1.3, EPAC1 antag -3.9%, PLK1 PBD inh -8.1%, WRN inhibitor -3.7% and EPAC2 agonist -2.5%.
For CCN1/C(=C/c2cccc[n+]2C)Sc2ccc(OC)cc21 the results were EPAC1 agonist -6.0%, PI5P4K alpha inh 2.7, IL-2 act 7.7, CCT modulator 0.7, EPAC1 antag -14.6%, PLK1 PBD inh -12.4%, WRN inhibitor 2.9%[11.6 µM] and EPAC2 agonist 4.8%.
For CCOC(=O)c1c(N)c(C#N)c2n1CCCC2 the results were EPAC1 agonist 5.3%, PI5P4K alpha inh 1.0, IL-2 act 0.1, CCT modulator -2.7, EPAC1 antag -19.9%, PLK1 PBD inh -8.7%, WRN inhibitor -3.1% and EPAC2 agonist 6.4%.
O=C(CN1C(=O)COc2ccccc21)NCCCN1CCN(c2ccccc2F)CC1 was read as EPAC1 agonist -4.4%, PI5P4K alpha inh 1.7, IL-2 act -2.1, CCT modulator -1.4, EPAC1 antag 4.8%, PLK1 PBD inh -13.8%, WRN inhibitor -8.9% and EPAC2 agonist 7.0%.
`COc1cccc(CN(C)Cc2c(O)ccc3ccccc23)c1` gave EPAC1 agonist 14.1%, PI5P4K alpha inh -1.5, IL-2 act 0.2, CCT modulator -0.1, EPAC1 antag -1.6%, PLK1 PBD inh 16.8µM*, WRN inhibitor -7.2% and EPAC2 agonist 13.4%.
For O=C(COC(=O)c1cc(Cl)ccc1[N+](=O)[O-])NC1CC1 the results were EPAC1 agonist 2.4%, PI5P4K alpha inh -2.2, IL-2 act -0.5, CCT modulator 1.0, EPAC1 antag 14.5%, PLK1 PBD inh -7.1%, WRN inhibitor 5.8% and EPAC2 agonist 13.9%.
Screening COc1ccc(N(C(=O)C2CSC(=O)C2)C(C(=O)NC(C)(C)C)c2ccncc2)cc1 (configuration not stated) returned EPAC1 agonist -1.0%, PI5P4K alpha inh -78.5*, IL-2 act -1.0, CCT modulator -0.4, EPAC1 antag -11.5%, PLK1 PBD inh -5.1%, WRN inhibitor 0.3% and EPAC2 agonist 1.2%.
Screening Cc1ccc(C(c2c(C)[nH][nH]c2=O)c2c(C)[nH][nH]c2=O)cc1[N+](=O)[O-] returned EPAC1 agonist -3.2%, PI5P4K alpha inh -2.1, IL-2 act 1.5, CCT modulator -1.5, EPAC1 antag -2.6%, PLK1 PBD inh inconclusive, WRN inhibitor -7.6% and EPAC2 agonist 4.5%.
`O=C(O)c1cccc(Nc2ccnc(Nc3cccc(C(=O)O)c3)n2)c1` gave EPAC1 agonist 4.2%, PI5P4K alpha inh inconclusive, IL-2 act -2.9, CCT modulator -2.1, EPAC1 antag -8.0%, PLK1 PBD inh -2.9%, WRN inhibitor 1.5% and EPAC2 agonist 7.6%.
`CN(C)S(=O)(=O)c1cccc(NC(=O)C2CCN(S(=O)(=O)c3cccs3)CC2)c1` gave EPAC1 agonist 4.9%, PI5P4K alpha inh 5.4, IL-2 act 0.0, CCT modulator -1.5, EPAC1 antag -2.8%, PLK1 PBD inh -3.7%, WRN inhibitor -10.8% and EPAC2 agonist 9.6%.
`Cc1ccc(C)c(NC(=O)NNS(=O)(=O)c2ccc(C)c(C)c2)c1` gave EPAC1 agonist 2.5%, PI5P4K alpha inh 4.6, IL-2 act -4.3, CCT modulator -0.8, EPAC1 antag -18.4%, PLK1 PBD inh -12.9%, WRN inhibitor 3.2% and EPAC2 agonist 13.4%.
For O=C1CCC(C(=O)NCc2ccc3c(c2)OCO3)N1 (configuration not stated) the results were EPAC1 agonist 2.9%, PI5P4K alpha inh 4.9, IL-2 act 1.4, CCT modulator -2.5, EPAC1 antag inconclusive, PLK1 PBD inh -17.5%, WRN inhibitor 6.5% and EPAC2 agonist 6.6%.
`Cc1ccc(CONC(=O)c2ccc(C)cc2)cc1` gave EPAC1 agonist 11.2%, PI5P4K alpha inh 0.0, IL-2 act -0.7, CCT modulator -3.6, EPAC1 antag -1.6%, PLK1 PBD inh -6.1%, WRN inhibitor -0.5% and EPAC2 agonist 12.3%.
CC(NC(=O)c1ccc2c(c1)C(=O)N(Cc1cccnc1)C2=O)c1ccccc1 (configuration not stated) was read as EPAC1 agonist 5.8%, PI5P4K alpha inh -8.5, IL-2 act -3.6, CCT modulator 0.8, EPAC1 antag 2.0%, PLK1 PBD inh -9.3%, WRN inhibitor -33.5% and EPAC2 agonist 3.8%.
For Cc1ccnc(NS(=O)(=O)c2cccs2)c1 the results were EPAC1 agonist 2.3%, IL-2 act -1.4, CCT modulator 0.8, EPAC1 antag 3.6%, PLK1 PBD inh -4.3%, WRN inhibitor 0.6% and EPAC2 agonist 7.0%.
`Cc1ccc2ccc(C(Nc3cccc(C(F)(F)F)c3)c3cccnc3)c(O)c2n1` (configuration not stated) gave EPAC1 agonist -7.2%, PI5P4K alpha inh -1.5, IL-2 act -2.6, CCT modulator -2.1, EPAC1 antag -12.9%, PLK1 PBD inh -16.1%, WRN inhibitor -0.8% and EPAC2 agonist -0.6%.
`COc1ccc(S(=O)(=O)NC2CC(=O)N(c3ccc(C)c(C)c3)C2)cc1C` (configuration not stated) gave EPAC1 agonist 5.4%, PI5P4K alpha inh 12.8, IL-2 act -2.7, CCT modulator 2.9, EPAC1 antag -3.0%, PLK1 PBD inh 0.3%, WRN inhibitor -3.7% and EPAC2 agonist 5.4%.
For Cc1ccc2c(c1)N(CC(=O)N1CCCCC1C)C(=O)CO2 (configuration not stated) the results were EPAC1 agonist 4.7%, PI5P4K alpha inh -8.5, IL-2 act -1.5, CCT modulator -4.0, EPAC1 antag 4.1%, PLK1 PBD inh -6.8%, WRN inhibitor -28.8% and EPAC2 agonist 5.1%.
For Cc1ccc(-c2cnc(SCCNC(=O)c3ccco3)[nH]2)cc1 the results were EPAC1 agonist 1.7%, PI5P4K alpha inh 1.2, IL-2 act -0.3, CCT modulator -1.9, EPAC1 antag -11.4%, PLK1 PBD inh -0.9%, WRN inhibitor -9.2% and EPAC2 agonist 1.6%.
